IDE inh = cellular human IDE inhibition; inhibition, % at 5.59 µM; HEK cells, FAbetaB cleavage, fluorescence polarization; P14735; hit rate 0.41% among 320,000;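 active means percent inhibition above the average of all tested compounds plus 3 SD, set per screening campaign, cut at about 16% in these data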;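 further: IDE supplied by intact live HEK cells; FP after avidin binding of uncleaved biotin substrate so inhibition keeps polarization high; 0% = DMSO wells and 100% = 60 µM reference IDE inhibitor Ii1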
GalR3 antag = blocks the human galanin receptor 3 | O60755 | HEK293 GalR3-CNG cAMP membrane potential fluorescence; galR3 body fused to GalR1 C-terminus | inhibition, % at 3 µM | AID 651719 | hit rate 0.44% among 360,000;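 active means inhibition above the screen-wide average plus 3 SD, cut at about 13% in these data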;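 further: forskolin and galanin both at EC90 stimulate the cells; cAMP rise reported by CNG channel membrane potential dye signal; 0% = forskolin plus galanin with DMSO and 100% = forskolin alone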
PHOSPHO1 inh = PHOSPHO1 (human) inhibition; hit rate 1.1% among 290,000; AID 1565; recombinant PHOSPHO1, absorbance phosphatase assay; Q8TCT1; inhibition, % at 13.3 µM; in the data active means inhibition above about 60%
Target sequence (Q8TCT1 whole entry, looked up): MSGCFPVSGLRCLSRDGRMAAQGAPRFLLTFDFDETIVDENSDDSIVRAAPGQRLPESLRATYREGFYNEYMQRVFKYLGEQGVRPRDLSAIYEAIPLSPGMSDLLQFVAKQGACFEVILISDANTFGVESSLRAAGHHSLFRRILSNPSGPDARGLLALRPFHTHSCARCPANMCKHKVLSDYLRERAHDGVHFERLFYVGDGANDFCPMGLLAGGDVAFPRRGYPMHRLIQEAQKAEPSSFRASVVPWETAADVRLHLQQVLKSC
CHRM4 PAM = positive allosteric modulators of human muscarinic M4 receptor | activation, % at 3 µM | hit rate 0.4% among 360,000 | AID 624126 | CHO-K1 hM4/Gqi5, Fluo-8 calcium fluorescence, ACh EC20; 0% = ACh EC20, 100% = maximal ACh;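 active means activation above its plate's cutoff, the mean activation of sample wells plus 3 SD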; further: some results filed as inactive read as strong as hits
IDE cell activ = activators of human insulin-degrading enzyme in cells; P14735; HEK cells, FAbeta-B cleavage, fluorescence polarization; 0% vehicle, 100% cell-free pure enzyme wells; activation, % at 5.96 µM; hit rate 0.073% among 340,000;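 active means activation above the mean of all tested compounds plus 3 SD, set per screening campaign, cut at about 17% in these data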
MEKK3 PB1 HTS = modulators (inhibitors or enhancers) of MEK5 binding to human MEKK3 PB1 domain. Q99759. binding response (% of control), % at 10 µM. hit rate 1.4% among 290,000. bead-based flow cytometry, Alexa488-MEK5 binding to MEKK3; actives lie on both sides; 0 = blocked by unlabeled MEK5, 100 = vehicle;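 active means binding response more than 3 SD above or below the average of its plate-row segment, actives on both sides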;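 further: Alexa488 bead fluorescence after subtracting the streptavidin-only scavenger bead signal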
Target sequence (Q99759 whole entry, looked up, the tested form may be a part): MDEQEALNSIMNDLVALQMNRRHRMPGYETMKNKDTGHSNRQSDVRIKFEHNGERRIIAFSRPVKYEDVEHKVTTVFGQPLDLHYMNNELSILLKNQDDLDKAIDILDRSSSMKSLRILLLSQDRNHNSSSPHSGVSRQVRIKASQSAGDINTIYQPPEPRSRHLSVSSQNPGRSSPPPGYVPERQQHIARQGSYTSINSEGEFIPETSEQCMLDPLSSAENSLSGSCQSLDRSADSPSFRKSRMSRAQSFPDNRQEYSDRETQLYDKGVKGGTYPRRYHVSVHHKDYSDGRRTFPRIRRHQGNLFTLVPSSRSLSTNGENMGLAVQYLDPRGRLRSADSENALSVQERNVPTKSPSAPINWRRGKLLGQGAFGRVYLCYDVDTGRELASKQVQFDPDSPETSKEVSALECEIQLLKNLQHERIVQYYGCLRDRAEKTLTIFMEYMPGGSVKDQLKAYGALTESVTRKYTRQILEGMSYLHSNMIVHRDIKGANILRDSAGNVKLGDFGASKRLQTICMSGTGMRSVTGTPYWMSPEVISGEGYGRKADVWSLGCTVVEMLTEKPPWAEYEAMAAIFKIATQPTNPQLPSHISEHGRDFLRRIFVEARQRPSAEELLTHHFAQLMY
CRFR2-BP ag = CRF-BP/CRF-R2 complex agonism. HEK293 CRF-R2/CRF-BP, calcium dye fluorescence (FLIPR); percent of saturating CRF peptide response. hit rate 0.46% among 350,000. activation, % at 13.2 µM. AID 588473;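 active means activation of at least 50%, plus an integration ratio under a set limit after plate pattern correction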;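 further: plate controls were neutral control wells without compound for no effect and CRF at EC100 for full effect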
p-CIP stab down = compounds decreasing mouse p/CIP protein stability | hit rate 0.01% among 290,000 | AID 1984 | F442A p/CIP-EGFP cells, EGFP fluorescence, 16 h | decrease of EGFP signal, % at 10 µM | Q05BA5;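 active means EGFP signal decrease of at least 30% at 10 µM or well 3 SD below plate mean, unless failing retest; inactive means the rest, including hits failing retest or dose response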; further: some compounds called inactive have numbers as strong as hits; many of its hits are not listed in these tables
CRFBP-R2 block = blocks CRF-induced signaling of the CRF-BP/CRF-R2 complex; HEK293 CRF-R2/CRF-BP, CRF-induced calcium fluorescence; inhibition, % at 11.8 µM; hit rate 0.59% among 350,000; AID 588475;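 active means inhibition of the ligand-induced calcium signal above about 50% at the single tested concentration, limit read from the data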
* = called active by the depositor; . = no result given; [ ] = another dose, or the depositor's remark. Not a hit list, and some 4.2% of all compounds hit somewhere here.

IDE inh,GalR3 antag,PHOSPHO1 inh,CHRM4 PAM,IDE cell activ,MEKK3 PB1 HTS,CRFR2-BP ag,p-CIP stab down,CRFBP-R2 block,structure
0,-1,8,-2,3,80,-0.6,-5,-12,CCOC(=O)C(=O)Nc1cc(C)nn1-c1nc2ccccc2[nH]1
4,1,15,-7,2,105,18,-8,-14,O=C(COc1ccccc1)Nc1ccc(CN2CCCCC2)cc1
2,-3,-56,1,2,102,-0.8,-5,12,COc1ccc(N=CC=C2OC(C)(C)C(C)(C)O2)cc1OC
2,-6,.,5,0,.,-3.0,.,17,CN(CC(=O)Nc1ccccc1Br)C(=O)c1ccccc1Cc1ccccc1
5,-5,18,2,3,109,0.8,4,-13,CC1CC(C)CN(C(=O)c2cc(-c3ccccn3)nc3ccccc23)C1 (stereo unspecified)
-1,-2,13,-23,6,88,2.6,-4,11,CN(C)C(=O)CSc1nc2ccc(N3C(=O)c4ccccc4C3=O)cc2s1
3,-7,43,-7,3,94,13,-15,-7,Cn1nc(C(F)(F)F)cc1C(=O)Nc1ccc(Cl)cc1
8,-10,32,-17,7,107,0.1,-8,5,Cc1ccc(S(=O)(=O)Nc2ccc3c(c2)nc(CCN2CCCCC2)n3C)cc1
7,-3,.,3,9,.,0.8,.,1,COc1ccc(S(=O)(=O)Nc2cc(Cl)ccc2-n2cncn2)cc1
-3,4,-10,-4,0,101,-1.0,-3,25,CCOc1ccc(-c2nc(C#N)c(N3CCCCCC3)o2)cc1
1,-6,13,5,-3,99,11,-5,-27,COc1ccc(-c2nc3ccccc3c(=O)n2CCOc2ccc(C)cc2C)cc1
-2,-1,-10,6,-3,102,0.4,-5,3,CC(=O)NNc1ccc(C(F)(F)F)cc1[N+](=O)[O-]
-3,-7,-1,-5,2,100,-1.3,25,63*,CCCCN(c1ccc(C(=O)OC)cc1)S(=O)(=O)c1ccccc1
7,-10,14,5,-1,105,0.4,-5,-7,COCc1cc(C)nc2sc(C(=O)Nc3ccc(OC)cc3)c(N)c12
5,.,4,.,.,101,.,-6,.,COCCN1C(=O)N[C@@H](c2ccc(Br)cc2)C(C(=O)OC)=C1C
5,-7,-22,-5,-1,103,0.6,-9,12,CCOC(=O)C1CCN(S(=O)(=O)c2ccc(C(=O)OC)cc2)CC1
3,-4,-41,-1,5,122,2.4,-2,25,COc1ccc(CNC(=O)Cn2nnc(-c3ccc(NC(=O)C4CCCCC4)cc3)n2)cc1
-2,-3,-53,-2,0,105,.,-15,.,O=C(NC(=S)NC1CCSC1=O)c1ccc([N+](=O)[O-])cc1 (stereo unspecified)
4,-8,33,6,12,102,0.1,-6,-14,O=S(=O)(c1ccc(Cl)cc1Cl)n1ccc2cccnc21
3,.,4,1,4,103,1.4,-11,-18,CCCn1cc(SCC(N)=O)c2ccccc21
5,1,25,5,0,105,0.0,5,9,Cc1ccc2cc(CCNC(=O)C3CCCCC3)c(=O)[nH]c2c1C
-1,7,54,1,0,95,-1.9,-1,-29,O=C(NNC(=S)Nc1ccc(Cl)cc1Cl)c1ccncc1
4,-7,26,-4,7,55,-0.7,-17,-9,CC(=O)Cc1c(C(=O)O)c(C)nn1-c1ccccc1
-6,-8,38,-11,9,102,1.5,5,-12,COc1ccc(CCNCC(O)Cn2ccc3ccccc32)cc1OC (stereo unspecified)
2,-4,48,-2,4,99,-1.9,8,-11,CCCN1C(=O)C(NC(C)=O)c2cc(OC)ccc21 (stereo unspecified)

Of the compounds above, these contain fluorine.
IDE inh,GalR3 antag,PHOSPHO1 inh,CHRM4 PAM,IDE cell activ,MEKK3 PB1 HTS,CRFR2-BP ag,p-CIP stab down,CRFBP-R2 block,structure
3,-7,43,-7,3,94,13,-15,-7,Cn1nc(C(F)(F)F)cc1C(=O)Nc1ccc(Cl)cc1
-2,-1,-10,6,-3,102,0.4,-5,3,CC(=O)NNc1ccc(C(F)(F)F)cc1[N+](=O)[O-]

(more compounds)
IDE inh,GalR3 antag,PHOSPHO1 inh,CHRM4 PAM,IDE cell activ,MEKK3 PB1 HTS,CRFR2-BP ag,p-CIP stab down,CRFBP-R2 block,structure
-1,-7,-10,9,2,109,-1.1,-6,21,O=C(Nc1ccon1)c1cccc(S(=O)(=O)N2CCCC2)c1
-4,-3,-36,22*,.,87,.,11,.,Cc1nc(N)sc1C(=O)N/N=C/c1ccccc1[N+](=O)[O-]
7,-3,-7,5,0,103,-0.1,-9,-13,COCCN1Cc2cccc(C(=O)Nc3cccc(C)c3C)c2C1=O
1,-2,16,-2,0,149*,-0.6,-14,-83,O=C(NNC(=O)C1CC2CCC1C2)c1sc2ccccc2c1Cl (stereo unspecified)
2,-3,-1,-3,-3,103,-0.9,-7,9,CC(C)OCCCNC(=O)CN1C(=O)/C(=C/c2ccccc2)Sc2ccccc21
-1,-3,14,-2,2,116,1.1,-11,6,CCOC(=O)N1CCN(CCc2ccccc2)CC1
-4,.,-64,-7,3,98,5.8,-10,-101,CC(=O)NC(CCS(C)(=O)=O)C(=O)Nc1cc(Cl)ccc1Cl (stereo unspecified)
-1,0,.,-4,5,.,1.3,.,79*,CCc1ccc(Nc2nnc(SC(C)C(=O)NC3CC3)s2)cc1 (stereo unspecified)
5,-4,18,6,0,102,0.1,-2,-10,CC(C)c1ccc(C2c3[nH]c4ccccc4c3C[C@H]3C(=O)N(c4ccccc4C(=O)N4CCC[C@@H]4C(=O)O)C(=O)N23)cc1 (stereo partly specified)
1,-1,43,3,-3,102,3.1,-5,13,CCOc1c(Cl)cc(CNCc2ccncc2)cc1OC
0,1,.,-4,3,.,-0.3,.,-7,Cn1ccsc1=NC(=O)c1cc(S(=O)(=O)N2CCOCC2)ccc1Cl
0,-3,14,-3,1,96,5.0,9,9,CCCOC(=S)Nc1ccccc1
6,-2,-5,5,2,99,-0.9,-7,4,Cc1cc(C)n2c(SCC(=O)Nc3ccccc3)nnc2n1
-3,-3,-15,-11,-3,85,1.6,-11,8,CC1CCCCN1C(=O)c1cc2nc(-c3ccccc3)cc(-c3ccccc3)n2n1 (stereo unspecified)
-1,3,36,-5,0,102,-2.8,-1,5,CCN(CCO)c1ccc(N=Nc2cc(C)[nH]n2)cc1
-4,-1,2,-5,3,98,1.0,3,-2,COc1ccccc1CNC(=O)CCc1nc2ccccc2c(=O)[nH]1
0,-6,17,-2,7,99,-0.7,-9,-4,COc1cccc2c1Oc1ncccc1N(C(=O)CCC(=O)NCc1cccc(C)c1)C2
5,-5,26,10,5,88,-1.1,-4,-12,COc1ccc(CCNC(=O)CCn2c(SCC#N)nc3ccccc3c2=O)cc1OC
-1,-4,.,10,4,.,2.0,.,11,CC(C)CCN(C(=O)CCSc1ccc(F)cc1)c1c(N)n(Cc2ccccc2)c(=O)[nH]c1=O
4,-1,-11,1,0,97,-1.9,-49,36,Cc1cc(C)c2c(=O)[nH]c(SCC(=O)Nc3ccc(N(C)C)cc3)nc2n1
3,0,60,7,3,96,-0.5,-8,-28,COc1ccc(C(=O)N/C(=C\c2cn(S(=O)(=O)N(C)C)c3ccccc23)C(=O)N2CCOCC2)cc1
6,-2,12,5,2,97,0.1,4,-8,COc1ccc(NC(=O)c2sc3nc(C)nc(N4CCN(c5ccccn5)CC4)c3c2C)cc1Cl
-1,0,.,0,-1,97,0.0,-13,-1,COc1ccc(C(=O)O)cc1NCc1cccnc1
-1,-6,34,2,3,.,1.6,-7,-12,Cc1ccc(SCC(=O)O/N=C(\N)c2cccc([N+](=O)[O-])c2)cc1
0,3,16,4,1,106,2.0,1,-16,CC(C)(C)NC(=O)CSc1ncnc2c1nnn2Cc1ccccc1Cl

Already shown: entries from further up.
IDE inh,GalR3 antag,PHOSPHO1 inh,CHRM4 PAM,IDE cell activ,MEKK3 PB1 HTS,CRFR2-BP ag,p-CIP stab down,CRFBP-R2 block,structure
-1,-7,-10,9,2,109,-1.1,-6,21,O=C(Nc1ccon1)c1cccc(S(=O)(=O)N2CCCC2)c1
-4,-3,-36,22*,.,87,.,11,.,Cc1nc(N)sc1C(=O)N/N=C/c1ccccc1[N+](=O)[O-]

Other results follow:
IDE inh,GalR3 antag,PHOSPHO1 inh,CHRM4 PAM,IDE cell activ,MEKK3 PB1 HTS,CRFR2-BP ag,p-CIP stab down,CRFBP-R2 block,structure
1,-4,15,1,-4,100,0.1,9,4,O=C(Nc1ccc(Cl)cc1)C1c2cccc[n+]2CC(=O)N1Cc1ccc2c(c1)OCO2 (stereo unspecified)
1,1,48,-2,3,106,-0.6,-5,5,Cn1c(CCC(=O)OCC(=O)NCC(F)(F)F)nc(=O)c2ccccc21
-6,13*,-49,12,.,107,-9.0,-3,16,S=c1nc(Cc2ccc(Cl)cc2)[nH]c2ccccc12
6,-3,15,6,7,67,1.5,8,-10,COc1ccccc1N1C(=O)C2C(c3ccc(F)cc3)NN(C(=O)c3ccc(C)cc3)C2C1=O (stereo unspecified)
1,-1,-7,-8,-2,82*[inhibitor],-1.9,-5,7,CCOC(=O)C1CCN(S(=O)(=O)c2ccc(OC)c(Cl)c2Cl)CC1
-2,0,-3,1,-2,99,0.8,-13,-1,Cc1cccc(-c2nc3ccccc3c3nncn23)c1
5,0,4,-2,5,101,0.6,0,18,Nc1nnc(SCC(=O)NC2CCCCC2)n1-c1ccccc1
6,-8,-20,2,3,97,0.2,-2,10,CC(C)Oc1cccc(C(=O)C2CCCN(S(=O)(=O)C(C)C)C2)c1 (stereo unspecified)
2,-2,11,-8,-10,98,0.3,0,23,O=C(/C=C/Nc1ccc(Oc2ccccc2)cc1)c1ccco1
-2,-11,42,-9,3,98,3.9,-1,-20,CCCC(O)(c1ccc(Cl)cc1)C(CN1CCOCC1)c1ccc(Cl)cc1 (stereo unspecified)
-1,-5,28,0,-1,101,0.9,-17,17,CCCc1nnc(NC(=O)C2CC(=O)N(C3CCCC3)C2)s1 (stereo unspecified)
1,-2,-9,2,3,105,1.2,-5,-5,Cn1c(=O)c2c(nc(N3CCOCC3)n2C)n(C)c1=O
11,-2,-1,7,4,106,0.9,15,13,O=C(NN1C(=O)C2C3C=CC(O3)C2C1=O)c1ccccc1 (stereo unspecified)
-3,0,18,3,0,100,-2.6,-10,-9,CN(C)c1ccc(/C=N/NC(=O)C2CC2c2ccccc2)cc1 (stereo unspecified)
